# Screening data from PubChem.
# Rac1 GTP hydrolysis: MgcRacGAP GTPase-activating activity inhibitors, confirmation, biochemical, ADP Hunter fluorescence | MgcRacGAP-stimulated Rac1 GTP hydrolysis, ADP Hunter fluorescence; higher % means a stronger effect; GST-tagged Rac1 F28L mutant substrate | 340,000 tested, 0.6% active | inhibition, % at 30 µM; hits with a dose series show IC50 in µM;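 active = first-screen hits whose inhibition reached a set limit at any dose in the follow-up dose series; inconclusive = inhibition above the set first-screen limit but never retested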;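 note: fluorescence reports GDP produced by GAP-driven GTP hydrolysis; strong numbers were not always called active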
# RSV CPE inhibition: RSV antiviral activity via CPE protection, HEp-2 cells, primary 10 µM value included (AID 2391); HEp-2 cells, RSV-induced CPE inhibition; higher % means a stronger effect; CPE inhibition, % at 10 µM; hits with a dose series show IC50 in µM; 310,000 tested, 0.13% active; in the data active = a potency from the dose series; inconclusive = CPE inhibition mostly from about 23% at the one dose, without a potency; inactive = the rest, 99 in 100 with CPE inhibition below about 21%; note: strong numbers were not always called active
# SV40 large T antigen: SV40 large T antigen inhibitors, biochemical (AID 1903); 310,000 tested, 0.39% active; inhibition, % at 20 µM, or IC50 in µM where a hit was titrated; SV40 large T antigen ATPase/helicase inhibition assay; higher % means a stronger effect; in the data active = a potency from the dose series; inconclusive = inhibition mostly from about 32% at the one dose, without a potency; inactive = the rest, 99 in 100 with inhibition below about 32%; note: strong numbers were not always called active
# NS5 inhibitors: Dengue-2 NS5 methyltransferase inhibitors, primary screen, biochemical, confirmation dose response (AID 588689). Genome polyprotein (Dengue virus type 2 (strain 16681-PDK53)). Dengue-2 NS5 methyltransferase capping enzyme assay, biochemical; higher % means a stronger effect. inhibition, % at 25 µM, or IC50 in µM where a hit was titrated. 340,000 tested, 0.3% active; in the data active = a potency from the dose series; inconclusive = inhibition above about 29% without an active follow-up result
# UTI89 phage lysis: inhibition of K1F phage lysis, E. coli UTI89, bacterial capsule biogenesis inhibitors, alamar blue (AID 488966); inhibition, % at 100 µM, or IC50 in µM where a hit was titrated; E. coli UTI89 K1F phage lysis, alamar blue, 2 h; higher % means a stronger effect; 340,000 tested, 0.02% active;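 active = phage lysis inhibition, versus mean bacterial control, above a set limit; inconclusive = no clear call, values can overlap the other calls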;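 note: capsule biogenesis inhibitors block K1F phage lysis so surviving cells raise fluorescence; higher fluorescence means more inhibition of phage lysis; actives were called in the ten point dose series up to 300 µM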
# NTR1 ag: agonists of NTR1, primary screen, imaging, U2OS cells, beta-arrestin-GFP, high content (AID 493036). Neurotensin receptor type 1 (Homo sapiens), P30989. NTR1-U2OS beta-arrestin-GFP spot imaging, agonist mode. activation, % at 20 µM. 330,000 tested, 0.17% active;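 active = activation at or above 40% of the spot to cytoplasm intensity ratio, with at least 20 cells analyzed; inconclusive = wells under 20 cells, flagged as cytotoxic or low count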;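 note: 0% = DMSO without peptide and 100% = 100 nM NTR1 peptide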
# Target sequence (P30989 whole entry, looked up): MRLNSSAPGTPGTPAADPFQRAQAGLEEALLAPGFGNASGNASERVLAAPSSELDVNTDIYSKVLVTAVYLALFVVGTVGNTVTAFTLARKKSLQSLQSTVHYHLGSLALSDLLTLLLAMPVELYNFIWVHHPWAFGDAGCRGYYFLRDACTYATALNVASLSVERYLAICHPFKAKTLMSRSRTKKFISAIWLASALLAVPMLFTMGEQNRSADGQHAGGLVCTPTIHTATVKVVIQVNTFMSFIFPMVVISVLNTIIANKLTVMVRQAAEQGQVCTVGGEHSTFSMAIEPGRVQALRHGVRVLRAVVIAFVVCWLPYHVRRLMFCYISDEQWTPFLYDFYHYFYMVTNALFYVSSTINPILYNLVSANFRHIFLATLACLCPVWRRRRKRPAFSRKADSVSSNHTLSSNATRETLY
# SIAH1 antagonists: Siah-1 peptide-binding antagonists, primary screen, biochemical, fluorescence polarization, rhodamine-plectin, uHTS (AID 1817) | 290,000 tested, 0.02% active | Siah-1 / rhodamine-plectin peptide fluorescence polarization; higher % means a stronger effect | displacement, % at 20 µM, or IC50 in µM where a hit was titrated | E3 ubiquitin-protein ligase SIAH1 (Homo sapiens);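 active = displacement of at least 50% at 20 µM, with a fluorescence ratio check between 0.3 and a set limit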;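 note: plate controls were Siah plus tracer with DMSO for no effect and tracer alone without Siah for full effect; strong numbers were not always called active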
# West Nile antiviral: West Nile virus antiviral activity, cell-based, CPE readout (AID 1621); one-dose CPE inhibition, % at 10 µM; IC50 in µM for titrated hits; West Nile virus-infected cells, CPE inhibition; higher % means a stronger effect; 290,000 tested, 0.02% active; in the data active = a potency from the dose series; inconclusive = CPE inhibition mostly from about 3.7% at the one dose, without a potency; inactive = the rest, 99 in 100 with CPE inhibition below about 2.2%; note: strong numbers were not always called active
# AID2073: inhibitors of Mint1-CaV2.2 protein interaction, biochemical, HTRF (AID 2073); HTRF protein-protein interaction, Mint1-CaV2.2; higher % means a stronger effect; Voltage-dependent N-type calcium channel subunit alpha-1B (Homo sapiens); one-dose inhibition, % at 20 µM; IC50 in µM for titrated hits; 290,000 tested, 0.19% active; in the data active = inhibition mostly above about 51%, no sharp cut-off; inconclusive = no clear call, values can overlap the other calls; inactive = mostly below about 53%; note: some results filed as inactive read as strong as hits
# NTR1 ag cell count 20 µM: second read-out of NTR1 ag, no call of its own (marks repeat the call); cell count; measured here: cell count, cytotoxicity flag
# NS5 inhibitors pilot replicate: further read-out of NS5 inhibitors, marked with its call; inhibition, %; measured here: pilot screen replicate inhibition
# Numbers without * were called inactive; ? = inconclusive; · = no result given; [ ] = remark or other dose.
SMILES,Rac1 GTP hydrolysis,RSV CPE inhibition,SV40 large T antigen,NS5 inhibitors,UTI89 phage lysis,NTR1 ag,NTR1 ag cell count 20 µM,SIAH1 antagonists,West Nile antiviral,AID2073,others
O=[N+]([O-])c1ccccc1S(=O)(=O)Nc1nc2ccccc2s1,10.7%,2.1%,20.1%,0.0%,0.0%,-0.4,50,-0.7%,-0.2%,13.8%,
Cc1nc(NN)c2c3c(sc2n1)COC(C)(C)C3,12.2%,0.6%,10.3%,-7.2%,0.0%,4.0,100,5.7%,-0.1%,-0.1%,
COc1ccccc1C(CNC(=O)CSc1ccc2ccccc2c1)N(C)C (stereo unspecified),6.5%,0.5%,22.9%,-5.2%,1.4%[50 µM],1.3,73,6.6%,1.5%,7.9%,
O=C(CN1CCN(C2CCCCC2)CC1)Nc1ccc(Br)cc1,6.3%,-4.0%,3.8%,0.7%,0.7%,-1.0,59,4.3%,-0.1%,7.6%,
CC(C)(C)CC(=O)Nc1cc2c3c(c1)CCN3C(=O)CC2,0.8%,-1.3%,-9.4%,0.0%,0.3%,0.0,56,-4.7%,-0.1%,9.7%,
Cn1cc(CN2CCCC(C(=O)c3ccc(-c4ccccc4)cc3)C2)cn1 (stereo unspecified),12.3%,-2.2%,26.0%,-2.6%,-0.3%,-1.0,111,8.7%,-0.7%,-5.0%,
O=C(Nc1cccc(F)c1)C1CC(=O)N(c2ccc(Br)cc2)C1 (stereo unspecified),12.2%,4.6%,12.9%,-0.7%,3.7%[50 µM],1.4,45,-3.4%,0.0%,-1.8%,
Cc1ccc(OCC(=O)Nc2cc(NC(=O)COc3ccc(C)cc3)cc(C(=O)O)c2)cc1,3.1%,1.7%,9.3%,-5.0%,-0.3%,1.0,66,10.3%,-0.1%,1.0%,
O=S(=O)(NCCSCc1ccc(Cl)cc1Cl)c1ccc2c(c1)OCCO2,4.2%,2.6%,16.7%,2.2%,0.3%,0.3,53,-0.2%,-0.9%,3.0%,
Cn1c2ccccc2c2c(C(=O)N3CCN(c4ccccc4)CC3)cn(C3CCCC3)c(=O)c21,2.9%,13.7%,9.3%,7.4%,9.3%,18.6,62,-1.1%,0.6%,0.4%,
Cc1ccc(NC(=O)N2CCCC2C(=O)Nc2ccc(-n3cnnn3)c(C)c2)cc1 (stereo unspecified),-9.5%,0.6%,13.5%,-4.7%,-0.3%,-0.5,59,-4.1%,0.6%,9.7%,
COc1ccc2nc(N3C(=O)CNC3=S)sc2c1,11.3%,-0.4%,9.1%,-9.2%,-0.1%,-0.6,53,-2.3%,0.4%,5.3%,
CC1=CC(C)(C)n2c(O)c(N=NC(N)=S)c3c(C)c(C)cc1c32,4.5%,1.6%,·,2.9%,0.0%,2.1,54,-2.6%,0.5%,5.3%,
COC(=O)c1ccc(Sc2ccccc2NS(=O)(=O)c2ccc(C)cc2)nc1,1.9%,0.6%,9.5%,-1.6%,-0.4%,-1.3,84,-3.3%,-0.7%,9.1%,
CC(=O)Nc1ccc(SC[C@H](Cc2ccccc2)N2CC[C@@H](C(C)(C)C)CCC2=O)cc1,15.7%,0.7%,·,-7.7%,0.7%,8.3,56,·,·,·,
CN(CC1COc2ccccc2O1)C(=O)CSc1nncs1 (stereo unspecified),-0.4%,·,·,0.8%,1.1%,-0.6,53,·,·,·,
CC1=C(C(=O)Nc2ccc(C(=O)NCCCN3CCCCC3)cc2)SCCO1,9.3%,2.8%,12.4%,5.3%,0.1%,-0.2,73,-1.5%,-0.5%,3.0%,
Cc1ccccc1CN1CCN(CC(=O)NCc2ccco2)C1=O,16.6%,2.0%,-1.5%,·,0.3%,0.2,46,3.1%,-0.1%,-8.9%,
O=C(/C=C/c1ccc(F)cc1)NC(=S)NNC(=O)c1cccnc1,6.0%,1.2%,26.9%,-5.2%,2.8%,0.2,34,-15.6%,-0.9%,-18.7%,
O=C(CSc1nnc(-c2cccs2)n1-c1ccccc1)NCc1ccco1,2.6%,2.3%,17.2%,2.2%,4.6%,0.1,75,-1.2%,0.1%,-7.1%,
CCC(=O)c1ccccc1OCCCN1C(=O)NC(C)(C)C1=O,-1.0%,1.6%,0.7%,-2.4%,1.4%,-0.7,80,4.2%,0.2%,-2.6%,
CC(OC(=O)c1ccc(-n2cnnn2)cc1)C(=O)N(C)c1ccccc1 (stereo unspecified),5.2%,·,·,3.6%,1.3%[50 µM],-1.3,59,·,·,·,
CC(OC(=O)C1CCN(S(=O)(=O)c2ccc3c(c2)OCCO3)CC1)C(=O)N(C)c1ccccc1 (stereo unspecified),5.2%,2.2%,·,-1.6%,0.0%[50 µM],2.1,49,·,·,·,
O=C(O)/C=C/C(=O)NCCC(c1ccccc1)c1ccccc1,3.3%,-0.2%,6.6%,-0.8%,0.2%,-0.1,68,0.4%,-0.8%,8.2%,
CC(C)(C)OC(=O)N/N=C/c1ccc(N2CCOCC2)s1,25.5%,0.5%,13.2µM*,-29.8%,1.6%,-1.6,36,-4.8%,0.1%,-14.4%,
# (next part)
SMILES,Rac1 GTP hydrolysis,RSV CPE inhibition,SV40 large T antigen,NS5 inhibitors,UTI89 phage lysis,NTR1 ag,NTR1 ag cell count 20 µM,SIAH1 antagonists,West Nile antiviral,AID2073,others
CC(Oc1cc2oc(=O)cc(-c3ccccc3)c2cc1Cl)C(=O)NCC1CCC(C(=O)O)CC1 (stereo unspecified),2.7%,2.7%,3.1%,-6.5%,2.8%,0.5,96,-11.1%,-0.5%,20.9%,
Cc1cccc(N(C)C(=O)c2cc(S(=O)(=O)N3CCCCC3)c[nH]2)c1,15.9%,2.0%,·,1.4%,-1.1%,7.1,50,2.1%,-0.9%,-0.8%,
CCCCOc1nc(N2CCOCC2)nc(C)c1[N+](=O)[O-],-1.0%,7.7%,0.5%,-1.5%,-0.4%,2.1,49,0.3%,-0.8%,-10.3%,
O=C1CC[C@@H](C(=O)O)N1,-0.1%,0.5%,11.4%,-0.7%,12.2%,-1.3,49,·,·,·,
C[C@@H](C(=O)Nc1ccc2ccccc2c1)[C@H]1C[C@]1(C)[C@H](NS(=O)(=O)c1ccc(-c2ccccc2)cc1)c1ccccc1,·,1.6%,22.4%,·,·,2.8,60,-3.9%,-1.1%,48.5%,
CCN1C(=O)N[C@@H](c2ccccc2)[C@@H](C(=O)OC)[C@H]1C,7.4%,0.6%,3.6%,2.1%,1.2%,-3.7,82,·,-0.3%,·,
C/C(=N\NC(=O)c1nn(C)cc1Br)c1ccc(NC(=O)c2ccncc2)cc1,5.8%,2.0%,8.3%,-2.5%,3.5%[50 µM],1.6,60,5.3%,1.0%,8.5%,
O=C(NCc1ccccc1)N[C@@H](Cc1c[nH]c2ccccc12)C(=O)O,1.3%,-1.0%,9.2%,-1.6%,-0.1%,1.1,88,1.8%,0.4%,3.1%,
O=C(CCc1ccccc1)NCc1ccccc1,3.1%,1.2%,2.5%,0.0%,0.2%,2.7,79,2.5%,1.1%,1.8%,
CCOC(=O)[C@H]1[C@H]2COc3ccc(OC)cc3[C@@H]2N2C(=O)CN(Cc3ccccc3)C(=O)[C@@]12C,-4.8%,-0.6%,·,4.0%,-0.8%,0.6,65,·,·,·,
COc1ccc(C[C@H]2CN3C(=NC[C@H]3Cc3ccccc3)N2CCNC(=O)CCC2CCCCC2)cc1,6.3%,-3.8%,-0.6%,-7.4%,0.6%,12.2,106,-2.0%,-1.9%,14.2%,
O=C(NN=C1CCCCCC1)c1cn(-c2ccccc2)nc1-c1ccccc1,11.9%,-0.1%,8.1%,-0.6%,1.6%[50 µM],2.2,63,6.4%,-0.9%,-4.4%,
O=C(Nc1ccccc1O)c1cccc(NC(=O)c2ccco2)c1,13.6%,-1.4%,8.8%,-5.2%,0.2%,-0.5,61,7.4%,?,-1.9%,NS5 inhibitors pilot replicate=-9.1
N#Cc1ccc(-c2nc3ccccc3c(=O)n2O)cc1,2.5%,1.1%,0.9%,0.7%,0.3%,0.6,104,-3.3%,0.3%,10.0%,
O=C(CSc1nc2c(cnn2-c2ccc(F)cc2)c(=O)[nH]1)N1N=C(c2cccs2)CC1c1ccc(F)cc1 (stereo unspecified),·,·,4.8%,·,·,·,·,16.7%,0.0%,0.5%,
C=CCSc1nnc(C)c(/C=C/Nc2ccc(Cl)cc2)n1,·,11.1%,14.1%,·,·,1.7,45,2.0%,-1.4%,2.4%,
CCn1c(SCC(=O)Nc2cc(C(C)(C)C)nn2-c2ccccc2)nnc1-c1cccs1,8.8%,5.7%,6.2%,1.8%,0.2%,2.2,75,-6.7%,-1.4%,-11.5%,
COc1ccc(Cc2nc3ccc(C(=O)N(C)C(C)c4nccs4)cc3o2)cc1 (stereo unspecified),·,2.2%,7.6%,0.0%,0.0%,1.0,59,10.2%,-0.4%,4.4%,
CCOc1ccc(C(=O)OCCN(C)C)cc1,8.2%,0.9%,18.8%,-7.0%,0.1%,0.0,58,-2.7%,1.1%,-6.7%,
COc1ccc(OC)c(NC(=O)c2ccccc2NC(=O)c2ccco2)c1,5.8%,-0.5%,9.1%,-7.1%,0.2%,6.5,43,2.4%,0.3%,21.1%,
Clc1ccccc1OCc1nn2c(-c3ccncc3)nnc2s1,-9.8%,2.4%,18.2%,5.5%,4.1%,0.3,43,2.3%,0.5%,-9.8%,
CC(C)(C)c1ccc(C(=O)Oc2ccc3c(c2)OCC3=O)cc1,7.9%,1.2%,8.2%,-3.2%,3.0%,1.4,69,0.5%,0.3%,11.7%,
CCCS(=O)(=O)N1CCC(C(=O)N2CCN(Cc3ccccc3)CC2)CC1,14.8%,4.8%,-3.8%,-10.4%,0.9%,1.6,38,-1.6%,0.4%,-0.8%,
COc1ccc(OC)c(-n2c(-c3ccn[nH]3)n[nH]c2=S)c1,-5.7%,4.0%,19.9%,-3.1%,-0.7%,-0.9,54,7.0%,-0.1%,-29.3%,
COc1ccc2c(C)cc(SC3CCOC3=O)nc2c1 (stereo unspecified),13.8%,-0.6%,-2.6%,-10.8%,0.1%,1.1,84,-1.3%,-0.3%,5.5%,
